Bioassay records as filed in PubChem.
Mtb FBA inh: inhibits M. tuberculosis FBA enzyme. P9WQA3. purified M. tuberculosis FBA, fluorescence read-out. inhibition, % at 1 µM. 2.3% of 360,000 active. AID 588726; in the data active = inhibition above about 27%;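 also: 0% = vehicle and 100% = reference inhibitor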
MazEF act: activators of E. coli MazEF toxin-antitoxin RNase | FAM/BHQ RNA-DNA oligo cleavage fluorescence, 5 h | activation, % at 20 µM | P0AE70 | 0.32% of 350,000 active; in the data active = activation above about 50%
Target sequence (P0AE70 whole entry, looked up): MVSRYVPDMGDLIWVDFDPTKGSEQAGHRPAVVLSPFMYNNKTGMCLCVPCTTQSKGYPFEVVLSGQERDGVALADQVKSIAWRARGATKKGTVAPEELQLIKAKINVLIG
BH1578 lux ind: inducers of Vibrio cholerae quorum light production without autoinducers; V. cholerae BH1578 lux reporter, luminescence, 6 h; activation, % at 18.7 µM; 0.16% of 350,000 active; AID 588436; in the data active = activation mostly above about 9.7%, no sharp cut-off; also: not every result past the cut was called active; inactives centre near 0; reference of the scale not given here
Rv3671c inh: inhibits the M. tuberculosis serine protease Rv3671c; 0.048% of 320,000 active; AID 2606; inhibition, % at 5.96 µM; in the data active = inhibition above about 38%;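 also: extracellular domain of Rv3671c used as enzyme; 0% = enzyme with DMSO and 100% = no enzyme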
Target sequence (P9WHR9 whole entry, looked up, the tested form may be a part): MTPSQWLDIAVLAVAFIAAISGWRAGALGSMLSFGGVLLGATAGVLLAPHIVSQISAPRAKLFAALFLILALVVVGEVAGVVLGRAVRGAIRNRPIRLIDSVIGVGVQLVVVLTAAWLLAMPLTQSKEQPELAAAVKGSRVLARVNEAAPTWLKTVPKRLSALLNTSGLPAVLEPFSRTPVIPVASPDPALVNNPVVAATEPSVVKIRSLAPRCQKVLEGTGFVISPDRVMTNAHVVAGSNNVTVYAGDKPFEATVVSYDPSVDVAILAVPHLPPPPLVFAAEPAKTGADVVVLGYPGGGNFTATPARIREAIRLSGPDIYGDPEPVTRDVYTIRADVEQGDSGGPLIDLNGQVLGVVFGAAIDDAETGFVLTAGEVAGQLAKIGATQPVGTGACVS
UGM FP inh: blocks M. tuberculosis UGM enzyme. 0.06% of 320,000 active. purified UGM, fluorescence polarization probe displacement. AID 504406. inhibition, % at 10 µM; in the data active = inhibition above about 10%, passing the limit was not always enough
Target sequence (P9WIQ1 whole entry, looked up): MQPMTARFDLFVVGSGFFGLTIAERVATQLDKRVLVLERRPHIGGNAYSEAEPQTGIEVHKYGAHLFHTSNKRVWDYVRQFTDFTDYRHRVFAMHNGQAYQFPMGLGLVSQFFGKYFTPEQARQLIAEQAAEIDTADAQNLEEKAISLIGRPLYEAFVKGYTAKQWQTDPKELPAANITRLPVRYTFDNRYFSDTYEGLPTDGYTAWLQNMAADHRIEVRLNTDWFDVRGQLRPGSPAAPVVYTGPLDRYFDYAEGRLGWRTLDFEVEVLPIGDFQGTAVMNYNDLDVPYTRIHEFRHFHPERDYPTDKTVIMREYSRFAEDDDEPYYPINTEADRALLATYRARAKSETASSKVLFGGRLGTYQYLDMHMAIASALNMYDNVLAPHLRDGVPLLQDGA
DUSP3 inh: DUSP3 (human) phosphatase inhibition; AID 1654; inhibition, % at 13.3 µM; 0.52% of 290,000 active; P51452; recombinant VHR phosphatase, pNPP absorbance; in the data active = inhibition above about 50%; also: some compounds called inactive have numbers as strong as hits
SARS 3CLpro inh: SARS-CoV 3CLpro protease inhibition; 0.14% of 290,000 active; inhibition, % at 6 µM; AID 1706; recombinant SARS-CoV 3CLpro, quenched FRET peptide cleavage; P0C6X7; in the data active = inhibition above about 12%
BioA inh: inhibitors of Mycobacterium tuberculosis BioA enzyme | purified M. tuberculosis BioA enzyme, plate reader | inhibition, % at 9.99 µM | 0.096% of 360,000 active | AID 602481; in the data active = inhibition above about 40%
PriA SSB inh: blocks PriA binding to SSB C-terminal tail | AlphaScreen SSBct-PriA binding, biotinylated peptide | inhibition, % at 33 µM | 0.6% of 430,000 active; in the data active = inhibition mostly above about 37%, no sharp cut-off; inactive = mostly below about 20%;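 also: plate controls were negative control peptide for no effect and reference peptide for full effect; strong numbers were not always called active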
GDH-TPI counter: counter-screen for M. tuberculosis FBA inhibitors: GDH-TPI coupled enzymes. GDH-TPI coupled enzyme counterscreen, NADH absorbance. inhibition, % at 4.8 µM. 1.2% of 360,000 active. AID 588335; in the data active = inhibition above about 30%;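 also: 0% = DMSO wells and 100% = wells lacking the enzyme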
* hit, by the source's call; i = inactive; . = no result given; & = joins results of further samples. An excerpt. The share of hits here may be higher or lower than overall.

Results follow in this order: UGM FP inh	BioA inh	PriA SSB inh	BH1578 lux ind	SARS 3CLpro inh	Rv3671c inh	MazEF act	GDH-TPI counter	Mtb FBA inh	DUSP3 inh
1) O=C(c1ccccc1)C(CN1CCCC1)c1ccccc1 (centres undefined)
    -1.2	.	-4	-0.4	4	4	4	11	0	10
2) Cc1ccc(-c2noc(C3CCCN(S(=O)(=O)c4ccc5ccccc5c4)C3)n2)o1 (centres undefined)
    -2.3	.	-6	-7.1	2	-19	-6	9	2	19
3) O=c1[nH]c(=O)n(Cc2ccco2)c2c1C(C(F)(F)F)(C(F)(F)F)N=C(c1ccco1)N2
    -0.1	-1.1	3	i	-3	-1	9	22	2	38
4) O=C1c2ccccc2C(=O)N1CCOc1ccc(F)cc1
    1.3	-3.3	-26	i	-2	2	-16	6	0	12
5) O=S(=O)(Nc1cccnc1Cl)c1ccc(-c2ccccc2)cc1
    0.3	0.5	-20	i	4	-11	9	-1	-2	7
6) CCOCc1c(C(=O)NCc2ccccc2CN2CCCC2)oc2ccccc12
    -2.6	-0.2	2	-0.3	.	-6	-15	-3	3	.
7) Cc1ccc(SCC(=O)NC(=O)NC2CCCC2)c(C)c1
    .	-0.1	-12	-0.8	.	.	-2	0	1	.
8) Cc1nc(-c2noc(-c3ccc(Cl)cc3)n2)c(C(F)(F)F)o1
    -2.4	-1.2	-15	i	-2	3	8	7	-1	13
9) CCN(CC)c1cc(C)c2cc(NC(=O)c3cccs3)ccc2n1
    0.9	.	-10	-0.2	0	-3	5	10	1	12
10) CN(C)S(=O)(=O)c1cccc(C(=O)NCCc2ccccc2)c1
    -0.7	-0.1	-5	i	2	8	5	6	-6	6
11) COc1ccc(-c2cc(=O)oc3c(C)c(OC(C)C(=O)NCc4ccccn4)ccc23)cc1 (centres undefined)
    2.7	0.3	-18	-0.5	-1	-11	8	17	1	21
12) CCOC(=O)c1c(NC(=O)CSc2nnc(-c3cccnc3)o2)sc(C)c1C
    1.6	-0.2	-6	i	3	1	-9	-6	1	16
13) Cc1c(CC(=O)NCC(=O)NCC(=O)O)c(=O)oc2c(C)c3oc4c(c3cc12)CCCC4
    1.9	0.4	-7	-1.5	0	.	3	8	10	20
14) Cn1cc(/C=C2\SC(=S)N(N3CCOCC3)C2=O)c2ccccc21
    2.3	.	4&-8	0.1	-1	-5	-255	9	1	5
15) CCOc1ccc(CCNS(=O)(=O)c2cnc[nH]2)cc1OCC
    -1.4	-1.4	-12	i	-1	-1	4	7	-8	-8
16) O=C(NC(=S)Nc1ccc(F)c([N+](=O)[O-])c1)c1ccccc1F
    4.3	.	-7	-0.5	-2	-10	1	3	0	0
17) CCN(c1nc(N)c(C(=O)N=C(N)N)nc1Cl)C(C)C
    -2.5	0.9	6	i	.	-4	15	-4	0	.
18) CS(=O)(=O)c1ccc(C(=O)OCC(=O)N2CCOCC2)cc1[N+](=O)[O-]
    .	-0.3	.	-0.4	.	.	.	10	1	.
19) CN(Cc1ccccc1)C(=O)C(=O)c1cn(CC(=O)N2CCCC2)c2ccccc12
    -1.1	0.0	6&-1	-0.4	-2	-1	2	14	-1	45
20) Cc1cc(-c2c(C)[nH]n(-c3ccc(Cl)cc3)c2=O)n[nH]1
    0.1	.	33	-0.4	-3	15	-2	1	2	28
21) N=C1/C(=C\c2ccc(OC(=O)c3ccco3)cc2)C(=O)N=C2SC=NN12
    .	.	1	-0.1	4	.	3	10	1	11
22) COc1ccccc1C(CCNS(=O)(=O)c1ccc(C)cc1)c1ccco1 (centres undefined)
    -1.0	.	-7	.	5	-1	8	4	-4	-4
23) COc1ccc(CNC(=O)CN(Cc2ccccc2Cl)C(=O)c2csnn2)cc1
    -0.5	1.2	1	i	1	0	3	-5	2	13
24) COc1ccc(C(=O)NC2CCN(Cc3ccccc3)C2)cc1S(=O)(=O)N1CCOCC1 (centres undefined)
    -0.4	-1.0	4	-2.9	.	-4	-10	-3	-3	.
25) Cc1noc(C)c1C(=O)OCC(=O)Nc1ccccc1SCC#N
    -0.4	-3.0	-3	-2.0	.	1	-34	3	-2	.
26) C=CCNC(=O)CSc1nnc(-c2cccs2)o1
    4.6	-0.1	-6	-3.8	3	-4	0	7	8	38
27) O=C(Cn1cnc2ccccc2c1=O)NCC(=O)N1CCOCC1
    -0.5	.	4	-0.3	1	-7	4	8	3	-20
28) CC1=C(C(=O)Nc2ccc(C)cc2C)C(c2cccc(Cl)c2)n2nc(C(=O)OC(C)C)nc2N1 (centres undefined)
    -1.6	.	-14	-0.4	-3	-1	-16	1	-3	-8
29) Cc1ccc(-c2cc(-c3c(C)nn(C)c(=O)c3N)[nH]n2)cc1
    1.5	-0.2	-3	-5.3	4	2	12	10	-1	28
30) CC(C)=CCc1c(O)cc2c(c1O)C(=O)CC(c1ccccc1)O2 (centres undefined)
    -0.2	-0.6	-1	-0.2	.	-4	16	0	-3	.

The list goes on; it opens with the 7 that closed the last part.
Results follow in this order: UGM FP inh	BioA inh	PriA SSB inh	BH1578 lux ind	SARS 3CLpro inh	Rv3671c inh	MazEF act	GDH-TPI counter	Mtb FBA inh	DUSP3 inh
24) COc1ccc(C(=O)NC2CCN(Cc3ccccc3)C2)cc1S(=O)(=O)N1CCOCC1 (centres undefined)
    -0.4	-1.0	4	-2.9	.	-4	-10	-3	-3	.
25) Cc1noc(C)c1C(=O)OCC(=O)Nc1ccccc1SCC#N
    -0.4	-3.0	-3	-2.0	.	1	-34	3	-2	.
26) C=CCNC(=O)CSc1nnc(-c2cccs2)o1
    4.6	-0.1	-6	-3.8	3	-4	0	7	8	38
27) O=C(Cn1cnc2ccccc2c1=O)NCC(=O)N1CCOCC1
    -0.5	.	4	-0.3	1	-7	4	8	3	-20
28) CC1=C(C(=O)Nc2ccc(C)cc2C)C(c2cccc(Cl)c2)n2nc(C(=O)OC(C)C)nc2N1 (centres undefined)
    -1.6	.	-14	-0.4	-3	-1	-16	1	-3	-8
29) Cc1ccc(-c2cc(-c3c(C)nn(C)c(=O)c3N)[nH]n2)cc1
    1.5	-0.2	-3	-5.3	4	2	12	10	-1	28
30) CC(C)=CCc1c(O)cc2c(c1O)C(=O)CC(c1ccccc1)O2 (centres undefined)
    -0.2	-0.6	-1	-0.2	.	-4	16	0	-3	.
31) COc1ccc(S(=O)(=O)N(C)C[C@@H]2OCc3cnnn3CCCC(=O)N([C@H](C)CO)C[C@H]2C)cc1
    .	0.1&0.1	.	i	.	.	5	-4	-3	.
32) O=C(O)CCN(Cc1ccccc1)S(=O)(=O)c1ccc(Cl)cc1F
    1.0	.	-5	2.0	0	0	-7	-6	1	14
33) NNC(=O)c1cc(C2CC2)nc2ccc(Br)cc12
    -1.2	-0.9	1	i	6	.	4	1	-2	2
34) NS(=O)(=O)c1ccc(-c2ccc(/C=N/NC(=O)c3ccc([N+](=O)[O-])cc3)o2)cc1
    0.8	-2.5	i	i	-3	-3	2	62*	5	13
35) COc1ccc(CCN2C(=O)CC(C(N)=O)SC2=Nc2ccc(F)cc2)cc1OC (centres undefined)
    -0.7	-5.8	10	-0.3	3	6	-19	5	1	24
36) COc1ccc(C2C3=C(NCCN=C3c3ccccc3)C(=O)N2c2ccccc2)c(OC)c1 (centres undefined)
    -2.2	-1.8	1	i	4	-2	1	-3	8	0
37) Cc1cc(Br)c(OCc2ccc(C(=O)N/N=C/c3ccc[nH]3)cc2)c(Br)c1
    -2.9	-0.7	.	-0.3	.	-16	2	6	0	.
38) Cc1ccc(CN2CCSc3ccc(C(=O)N4CCN(c5ncccn5)CC4)cc32)cc1
    -1.7	-1.0	-3	-0.2	1	7	-7	12	4	22
39) O=S(=O)(c1cccs1)N1CN(C2CCCC2)c2nc3ccccc3nc21
    -0.1	.	3	.	2	6	-7	.	.	2
40) COC(=O)C1Cc2c([nH]c3ccccc23)C(C)N1 (centres undefined)
    -0.8	.	11	-0.7	-3	3	-7	11	4	31
41) CS(=O)(=O)N(Cc1ccccc1)c1ccc(C(=O)NN=C2CCCCCC2)cc1
    2.7	-2.3	-1	-0.3	4	-17	-8	-2	2	-10
42) S=C(N/N=C1\C2CN3CCN(C2)CC1(c1ccccc1)C3)Nc1ccccc1
    -1.1	0.4	.	i	2	-2	-9	-1	0	-7
43) COc1ccc(-n2ccnc2SCC(=O)Nc2ccc(OC)cc2OC)cc1
    0.2	1.4	32	i	2	-5	1	1	3	15
44) Cc1ccc(CN2CC(C(=O)Nc3ccc(F)c([N+](=O)[O-])c3)CC2=O)cc1 (centres undefined)
    1.3	.	6	0.6	5	-13	-28	3	0	6
45) O=C(NCc1csc(-c2cccs2)n1)c1ccsc1
    -4.4	.	-3	0.8	5	2	3	18	4	30
46) OC(COc1ccccc1)CN1CCN(C(c2ccccc2)c2ccccc2)CC1 (centres undefined)
    6.3	-0.1	8	-4.1	-3	9	-9	3	2	22
47) COC(=O)c1ccccc1NC(=O)CSc1nc(Nc2ccccc2)nc(N2CCOCC2)n1
    1.8	-1.0	-14	i	-3	-39	-13	7	6	14
48) CC(NC(=O)c1ccc(NC(=O)CC2SC(N3CCCC3)=NC2=O)cc1)c1ccc(F)cc1 (centres undefined)
    -0.4	-0.8	-3	-3.1	.	0	-9	-3	2	.
49) CN(CC(=O)Nc1cccc2ccccc12)c1ccc(S(=O)(=O)N2CCOCC2)cn1
    0.9	.	0	0.1	0	1	3	14	3	6
50) O=C(O)CCc1ccc(-c2cccs2)n1-c1ccc(C(=O)O)cc1
    -0.9	2.3	-14	-0.1	-3	-11	-2	3	6	13
51) Cc1cc(C)c(OCCN2CC(C)OC(C)C2)c(Br)c1 (centres undefined)
    1.1	.	-21	-0.2	-2	0	0	10	2	24
52) CN1CCN(c2oc(/C=C/c3ccccc3)nc2C#N)CC1
    3.0	.	-1	1.0	-3	-2	12	-9	7	16
53) CCc1nc2ccc(C(=O)N3CCN(c4cccc(Cl)c4)CC3)cc2nc1CC
    -1.2	0.1	8	-5.3	5	0	45	3	-5	8
54) C=CCN1CN(S(=O)(=O)c2cccs2)c2nc3ccccc3nc21
    -7.5	-1.0	6	-5.4	-1	4	4	18	17	8
55) COC(=O)c1ccc(C)c(NC(=O)CSc2nc3[nH]c(=O)cc(O)c3s2)c1
    -0.4	-2.5	-10	-3.8	.	-7	-4	3	-2	.
56) COc1cccc(-c2nnc(SCc3nc4ccccc4s3)n2C)c1
    2.0	5.2	-16	-0.3	2	-2	-3	-5	0	19
57) O=C(Nc1ccc(Cl)cc1)c1csc([C@@H]2C[C@H](O)[C@@H](CO)O2)n1
    .	0.8	.	-1.2	.	.	.	1	1	.
58) Cc1cnn(-c2cc(N/N=C/c3ccccc3)ncn2)c1
    -1.0	-0.2	.	-0.3	0	-6	-7	18	3	14
59) CCN(CC)C(=O)CSc1nnc(-c2cnccn2)n1-c1ccc(C)cc1
    -3.7	0.1	-15	i	0	-11	3	-3	2	21
60) COc1ccccc1-n1c(O)c(C=NCCN2CCNCC2)c(=O)[nH]c1=O
    0.4	-0.9	-16	i	-1	-7	2	8	1	4
61) COc1ccccc1C(=O)C1CCCN(Cc2cccc(OCCO)c2)C1 (centres undefined)
    4.2	-0.3	-12	-1.2	0	0	8	2	-3	0
62) OC(COc1ccc(CN2CCCCO2)cc1)CN1CCCCC1 (centres undefined)
    -1.9	-0.1	-14	-2.0	3	5	-8	-4	0	30
63) COc1cccc(-c2csc(N3CCN(C(=S)Nc4ccccc4OC)CC3)n2)c1
    -2.4	1.1	15	i	-1	-8	-5	7	-3	27
64) O=C(c1ccc(S(=O)(=O)Cc2ccccc2Cl)c([N+](=O)[O-])c1)N1CCOCC1
    1.6	0.8	1	i	-9	1	-2	-3	-1	-15
65) O=C(NNC(=O)c1ccccc1[N+](=O)[O-])c1ccccc1[N+](=O)[O-]
    0.1	1.8	-4	-0.4	5	-2	1	-3	3	7
66) COc1ccc(C2CC(c3ccccc3C)n3nc(N)nc3N2)cc1 (centres undefined)
    1.3	-0.7	0	-0.7	2	3	6	5	2	19
67) Cc1noc(/C=C/N(C)C)c1S(=O)(=O)N1CCCC(C(=O)Nc2ccccc2F)C1 (centres undefined)
    0.5	-2.3	-1	i	-2	-41	5	47*	0	-3
